GPT2 inh: Primary qHTS assay for inhibitors of Glutamate pyruvate transaminase 2 (GPT2) | Recombinant GPT2, coupled pyruvate oxidase/HRP Amplex Red fluorescence | Potency, µM (top dose mostly 57.7 µM), for the others: at the top dose activity change, negative = inhibition, actives largely listed as inhibitors | Alanine aminotransferase 2 (Homo sapiens), Q8TD30 | hit rate 0.25% among 100,000 | AID 1671188, 2021; further: potency means the concentration at half of the fitted maximal effect; nearly all actives have a fitted effect of over 60% in size; many of its hits are not listed in these tables
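Fluorescence read-out: pyruvate from GPT2 turnover coupled to pyruvate oxidase, HRP and Amplex Red (0.2mM ThPP, 0.2U/mL PO and HRP, 50uM Amplex final). Substrates 250uM a-KG, 2mM L-alanine; enzyme 10ng/uL; 30 min RT.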
Luciferase inh: Firefly luciferase inhibition profiling of diverse chemical library using quantitative high-throughput screening; hit rate 2.5% among 76,000; purified P. pyralis luciferase, luminescence, biochemical; Potency, µM (titrated, usually from 115 µM), for the others: at the highest dose activity change, negative = inhibition, actives largely listed as inhibitors; further: potency means the concentration at half of the fitted maximal effect; nearly all actives have a fitted effect of over 65% in size
Target sequence (P08659 whole entry, looked up): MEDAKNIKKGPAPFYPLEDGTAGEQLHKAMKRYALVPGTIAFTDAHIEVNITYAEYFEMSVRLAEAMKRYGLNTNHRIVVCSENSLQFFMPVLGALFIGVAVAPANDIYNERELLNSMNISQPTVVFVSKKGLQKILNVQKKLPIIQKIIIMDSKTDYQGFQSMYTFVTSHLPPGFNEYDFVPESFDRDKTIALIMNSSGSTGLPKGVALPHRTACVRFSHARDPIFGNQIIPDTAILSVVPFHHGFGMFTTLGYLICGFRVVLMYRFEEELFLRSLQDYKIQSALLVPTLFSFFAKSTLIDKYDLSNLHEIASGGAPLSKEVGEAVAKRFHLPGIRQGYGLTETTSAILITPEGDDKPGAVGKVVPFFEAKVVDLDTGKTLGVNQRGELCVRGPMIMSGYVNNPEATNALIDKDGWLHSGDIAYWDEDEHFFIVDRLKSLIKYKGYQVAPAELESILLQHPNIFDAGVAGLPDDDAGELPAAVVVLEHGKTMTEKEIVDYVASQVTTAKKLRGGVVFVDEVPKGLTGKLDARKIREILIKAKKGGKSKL
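Cell-free enzyme assay, 10nM P. pyralis luciferase, luciferin and ATP each at 10uM. Inhibition profiled over a 6-point titration, read as luminescence.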
HEK cytotox: Cytotoxic Profiling in HEK 293 Cell Line of Diverse Libraries Using Quantitative High-Throughput Screening. HEK 293 viability, ATP luminescence (CellTiter-Glo), 48-72 h. Potency, µM (titrated, usually from 115 µM), for inactives: top-dose activity change, negative = cytotoxicity, most hits filed as inhibitors. hit rate 6.6% among 94,000. AID 1345083, 2018; further: potency means the concentration at half of the fitted maximal effect; nearly all actives have a fitted effect of over 60% in size
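250 HEK 293 cells/well; compound by pintool; incubated 48 or 72 hr at 37 degree Celsius; CellTiter-Glo added, 10 min RT, luminescence imaged.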
SNCA expr inhib: Primary qHTS assay for inhibitors of alpha-synuclein gene (SNCA) expression; AID 1671194, 2021; HEK-293 SNCA-luciferase knock-in, luminescence, 24 h; Potency, µM (top dose mostly 57.2 µM), for the others: top-dose activity change, negative = inhibition, hits mostly inhibitors; hit rate 0.17% among 140,000;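 further: potency means the concentration at half of the fitted maximal effect; plate controls were DMSO cells for no effect and cell-free wells for full effect; nearly all actives have a fitted effect of over 45% in size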
IP6K1 inhibitor: Primary qHTS assay for small molecule inhibitors of Inositol hexaphosphate kinase 1 (IP6K1); activity change, % (series mostly up to about 58 µM); IP6K1 kinase, ADP-Glo luminescence, 2 h; hits give low values; Inositol hexakisphosphate kinase 1 (Homo sapiens), Q92551; hit rate 0.81% among 140,000; AID 1645851, 2021; in the data active means activity change below about -25%
Target sequence (Q92551 whole entry, looked up): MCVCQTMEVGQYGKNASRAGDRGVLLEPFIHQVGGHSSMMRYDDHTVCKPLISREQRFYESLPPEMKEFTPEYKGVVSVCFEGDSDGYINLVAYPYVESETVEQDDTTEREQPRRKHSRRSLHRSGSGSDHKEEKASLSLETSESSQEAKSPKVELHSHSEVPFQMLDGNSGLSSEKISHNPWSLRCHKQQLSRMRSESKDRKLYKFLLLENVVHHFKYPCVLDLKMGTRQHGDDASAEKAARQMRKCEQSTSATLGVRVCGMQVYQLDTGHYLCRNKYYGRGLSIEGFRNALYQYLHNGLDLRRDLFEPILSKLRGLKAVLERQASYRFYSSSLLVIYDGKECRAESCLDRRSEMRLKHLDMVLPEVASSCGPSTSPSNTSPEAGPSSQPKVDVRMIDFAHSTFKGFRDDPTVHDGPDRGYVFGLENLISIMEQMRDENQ
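ADP-Glo luminescence measures ADP made by human IP6K1 during a 2 h RT reaction with ATP/IP6 (mix at 1.3 mM/130 uM); top library doses 57.5 and 19.1 uM final.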
HEK293 viab: GF-AFC viability counterscreen for inhibitors of alpha-synuclein gene (SNCA) expression. HEK-293-SNCA-luc viability, GF-AFC fluorescence, 24 h. Potency, µM (doses to about 57.1 µM), for inactives: at the top dose activity change, negative = cytotoxicity, hits mostly cytotoxic. hit rate 0.12% among 150,000. AID 1671193, 2021;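 further: potency means the concentration at half of the fitted maximal effect; 0% = DMSO-treated cells and -100% = medium-only wells without cells; nearly all actives have a fitted effect of over 30% in size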
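HEK-293-SNCA-luc cells (1500/well) plated 24 h, then exposed 24 h to a dilution series; GF-AFC added 30 min at 37C, fluorescence 405/540 nm; normalised to medium-only and DMSO wells, Hill fit.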
NIH3T3 tox: Cytotoxic Profiling in NIH 3T3 Cell Line of Diverse Libraries Using Quantitative High-Throughput Screening | NIH 3T3 viability, CellTiter-Glo ATP luminescence, 48-72 h | Potency, µM (highest dose often 96.7 µM), inactives show at the top dose activity change, negative = cytotoxicity, usual class: inhibitors | AID 1345082, 2018 | hit rate 4.3% among 94,000; further: potency means the concentration at half of the fitted maximal effect; nearly all actives have a fitted effect of over 55% in size
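First NIH 3T3 cells are plated at 400 cells/well; next compound is pinned in; then plates incubate 48 or 72 hr at 37 °C; finally CellTiter-Glo is added and luminescence read after 10 min.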
The depositor's hits bear a star; i = inactive; ? = inconclusive; . = no result given; & = joins results of further samples; ! = not active in a repeat; [ ] = remark or other dose. Unless noted, the call rests on the fitted dose curve; in most records, active means well fitted curve in the direction sought with a large enough effect; inconclusive means small, poorly fitted or top-dose-only effect, or another doubt; inactive means no such curve, though single readings can be large; an effect the other way counts as inactive or inconclusive. Unless noted, on the % scale 0 is the no-effect control and ±100 the full control effect. Only part of the results is shown; count on the stated rates, not on these rows.

Values run as follows: GPT2 inh	Luciferase inh	HEK cytotox	SNCA expr inhib	IP6K1 inhibitor	HEK293 viab	NIH3T3 tox
Cc1ccnc(NC(=O)C(C)c2cccc(C(=O)c3ccccc3)c2)c1 (stereo not given)
    1%	.	.	.	0	-9%	.
COCCN1Cc2ccc(Nc3cccnc3)nc2C(C)(C(=O)Nc2cccc(OC)c2)C1 (stereo not given)
    -4%	-5%	?	-16%	5	-8%	?
Cc1noc(C)c1CC(=O)NCC12CCC=C1N(Cc1ccccc1)C(=O)CC2 (stereo not given)
    i	.	i	28%	-3	-22%	-15%
COc1cc(NC(=O)C[C@H]2NC(=O)c3ccccc3NC2=O)ccc1-n1nc(C)cc1C
    4%	8%	3%	1%	10	-1%	i
CCc1nc2ccccc2n1CCCCOc1ccccc1C
    .	.	.	?	-30*	0%	.
CN(CCN1CCOCC1)C(=O)c1cc(COc2cccc(F)c2)[nH]n1
    i	-6%	0%	-26%	11	-8%	0%
COc1cccc(N2C(=O)NC(=NC3CCCCC3)C23CCCN([S+](=O)([O-])c2ccccc2)C3)c1 (stereo not given)
    -3%	.	5%	-17%	-10	-4%	-14%
Cc1cccc(CNC(=O)CCn2c(=O)c3cccn3c3ccc(F)cc32)c1
    .	.	.	?	-12	-9%	.
Cc1ccc(C(=O)N2CCC3(CC2)N(C)C(=O)CS3(=O)=O)s1
    i	-3%	i	-24%	13	3%	-4%
Cc1csc(NC(=O)c2nc3c(o2)CCN(Cc2ccccc2)CC3)n1
    -25%[88.5 µM]	?	56µM*	?	2	-16%[87.6 µM]	?

Further results:
Values run as follows: GPT2 inh	Luciferase inh	HEK cytotox	SNCA expr inhib	IP6K1 inhibitor	HEK293 viab	NIH3T3 tox
Cc1noc(C)c1-c1cc2c(cc(C)n2C)c(Nc2ccncn2)n1
    ?	1%[172 µM]	?	26%[87.6 µM]	-5	-1%[87.6 µM]	20µM*
CCNC(=O)[C@@H]1C[C@@H](NC(=O)Cn2nc(C)cc2N)CN1C1CCOCC1
    ?	-3%	?	0%	-2	3%	5%
COc1ccc(S(=O)(=O)N2CCN(Cc3nc4ccc(C)cc4o3)CC2)cc1
    .	.	.	12%	-8	-19%	.
COc1ccccc1CNC(=O)c1cc2ccc3ccc(C)[nH]c3c2n1
    .	.	.	0%	-3	-19%	.
CCCCn1cc(S(=O)(=O)c2ccccc2)c(=O)c2cc(F)c(N3CCC(C)CC3)cc21
    .	.	.	-17%	4	9%	.
COCCN1CCC2(CCC1=O)CCN(C(=O)CCn1nc(C)cc1C)CC2
    2%	5%	2%	-13%	26	-5%	i
CCc1noc([C@@H]2CC(F)(F)CN2C(=O)Cn2nc(C)cc2C)n1
    i	-8%	-2%	1%	4	8%	-18%
COc1ccc(-c2nc3cc(C)ccc3cc2CN2CCC[C@H]2C(N)=O)cc1OC
    2%[11.5 µM]	-2%	?	-17%	20	-14%	?
O=C(NCc1ccccc1)c1ccc(CSc2nc3cccnc3n2Cc2ccccc2)cc1
    .	.	.	2%	-13	-17%	.
CCCNC(=O)c1c(OCC2CC2)cc(=O)n2c1CCOCC2
    3%	0%	i	-4%	0	2%	2%

Record cards, from the list above:
COCCN1CCC2(CCC1=O)CCN(C(=O)CCn1nc(C)cc1C)CC2 is listed with GPT2 inh: 2%; Luciferase inh: 5%; HEK cytotox: 2%; SNCA expr inhib: -13%; IP6K1 inhibitor: 26; HEK293 viab: -5%; NIH3T3 tox: i
COc1ccccc1CNC(=O)c1cc2ccc3ccc(C)[nH]c3c2n1 is listed with GPT2 inh: .; Luciferase inh: .; HEK cytotox: .; SNCA expr inhib: 0%; IP6K1 inhibitor: -3; HEK293 viab: -19%; NIH3T3 tox: .

Next section.
Values run as follows: GPT2 inh	Luciferase inh	HEK cytotox	SNCA expr inhib	IP6K1 inhibitor	HEK293 viab	NIH3T3 tox
COc1ccc(Cl)cc1NC(=O)C1CCN(S(=O)(=O)c2ccc(F)cc2)CC1
    .	.	.	?	-15	-19%	.
CCOC(=O)C1CCCCN1C(=O)c1c(C)oc2c1CN(Cc1cccc(F)c1)CC2 (stereo not given)
    ?	-2%	?	17%	1	5%	-20%
CC(C)(Oc1nn(CCN2CCOCC2)c2ccccc12)C(=O)NCCc1ccccc1
    4%[88.5 µM]	-2%[172 µM]	?	?	9	-12%[87.6 µM]	-17%[138 µM]
CCOC(=O)c1cnc2c(OC)cccc2c1Nc1cccc(O)c1
    .	.	.	4%	25	-8%	.
COc1cccc(-c2ccc(CN3C4CCC3CN(C(=O)Nc3ccccc3F)C4)cc2)c1
    3%&-1%	?	40µM*!	46%&24%[activator]	-10&-8	3%&-8%	35µM*!
COc1ccc(C(=O)Nc2nnc(C(C)C)s2)cc1OC
    .	.	.	198%[activator]	8	-5%	.
O=C([C@@H]1C[C@H](Oc2cccnc2)CN1S(=O)(=O)c1cccc(F)c1)N1CCCC1
    i	0%	-9%	21%	5	0%	i
O=C(O)c1ccc(CN2C[C@H](O)C[C@H]2c2nc(-c3cccc([N+](=O)[O-])c3)no2)cc1
    i	?	i	20%[87.6 µM]	3	4%[87.6 µM]	-8%[174 µM]
COc1ccc(-c2nn(CC(=O)NC3CCCC3)c3c2cnc2ccc(F)cc23)cc1
    .	.	.	68%[activator]	19	0%	.
Cn1c(C(=O)Nc2ccc(N3CCOCC3)cc2)cc2c1CCN(Cc1ccccc1)C2
    22µM*	-17%	-20%	78%[activator]	-8	-14%	-22%

New compounds follow
Values run as follows: GPT2 inh	Luciferase inh	HEK cytotox	SNCA expr inhib	IP6K1 inhibitor	HEK293 viab	NIH3T3 tox
O=C(NCc1ccccc1)C(=O)Nc1ccc2nc3n(c(=O)c2c1)CCCCC3
    .	.	.	-18%	2	-2%	.
COc1cccc(OCc2cc(C(=O)N3CCCCC3c3cccnc3)n[nH]2)c1 (stereo not given)
    i	2%	-23%	15%	21	2%	?
CCS(=O)(=O)N1CCc2cc(C(=O)N3CCN(c4ccccc4OC)CC3)ccc21
    .	.	.	-14%	-10	1%	.
CNC(=O)N1CCC(c2nc(CCOc3ccc(F)cc3)no2)C1 (stereo not given)
    4%	-4%	-2%	42%[activator]	37	7%[12.5 µM]	-28%
O=[S+]([O-])(c1ccc(Br)cc1)c1nnn2c1nc(N1CCCCC1)c1ccccc12
    -16%	.	-6%	3%	3	8%	-13%
O=C(Nc1ccc(Cl)cc1)c1ccc2oc(=O)n(Cc3ccccc3)c2c1
    .	.	.	-4%	1	11%	.
O=c1c2oc3ccccc3c2n(Cc2ccccc2F)c(=O)n1Cc1ccccc1
    .	.	.	7%	-7	1%	.
COCCn1c(C)cc(O)c(C(c2ccc(C)cc2)N2CCCCC2)c1=O (stereo not given)
    .	.	.	17%	0	1%	.
O=C(Cn1c(=O)n(Cc2ccc3c(c2)OCO3)c(=O)c2ccccc21)Nc1cccc(Cl)c1
    .	.	.	16%	-20	2%	.
CCc1ccc(NCc2cc3cc4c(cc3n(CC(=O)Nc3ccc(F)cc3)c2=O)OCCO4)cc1
    .	.	.	2%	-7	-6%	.

(listing goes on)
Values run as follows: GPT2 inh	Luciferase inh	HEK cytotox	SNCA expr inhib	IP6K1 inhibitor	HEK293 viab	NIH3T3 tox
COc1ccc(OC2CN(Cc3ccccc3)C2)cc1
    i	.	3%[172 µM]	7%[87.6 µM]	-14	1%[87.6 µM]	4%[138 µM]
Cc1c(C(=O)NCc2ccc(Cl)cc2)oc2ccc3c(c12)C(=O)CC(C)(C)O3
    .	.	.	174%[activator]	-4	1%	.
N#Cc1ccccc1CN1CCCCCNC(=O)[C@@H]2CCC[C@@H]21
    -13%	-20%	-15%	22%	1	5%	-28%
CNC(=O)CNC(=O)c1cccc(-c2ccc(SC)cc2)c1
    i	.	?	38%[activator][87.6 µM]	-2	-1%[87.6 µM]	?
CCN1CCC(NCc2cccnc2N2CCN(c3ccccn3)CC2)CC1
    i	-4%	-3%	-27%	2	-4%	-5%
CCCCc1cc(=O)oc2cc(C)c3c(C(C)(C)C)coc3c12
    .	.	.	-3%	0	19%	.
O=C(Cc1cccc(Cl)c1)N1CCC(c2nn(Cc3ccccc3)c(=O)[nH]2)CC1
    i	-3%	-2%	-30%	-3	-7%	-14%
COc1ccccc1N1CCN(c2ncnc3c2cnn3-c2cc(Cl)ccc2C)CC1
    .	.	.	?	23	-10%	.
COc1cccc(CCC(=O)N2CCCCCC2CN2CCC(OC)CC2)c1 (stereo not given)
    5%	-2%	-27%	-17%	-7	-3%	-17%
CS(=O)(=O)N1CCCN(C(=O)C2CCOCC2)CCNC(=O)CC1c1ccccc1 (stereo not given)
    i	-1%	0%	11%	-5	-7%	-11%

Nothing new here: entries from further up.
Values run as follows: GPT2 inh	Luciferase inh	HEK cytotox	SNCA expr inhib	IP6K1 inhibitor	HEK293 viab	NIH3T3 tox
COc1cccc(CCC(=O)N2CCCCCC2CN2CCC(OC)CC2)c1 (stereo not given)
    5%	-2%	-27%	-17%	-7	-3%	-17%
CS(=O)(=O)N1CCCN(C(=O)C2CCOCC2)CCNC(=O)CC1c1ccccc1 (stereo not given)
    i	-1%	0%	11%	-5	-7%	-11%

Continued.
Values run as follows: GPT2 inh	Luciferase inh	HEK cytotox	SNCA expr inhib	IP6K1 inhibitor	HEK293 viab	NIH3T3 tox
Cc1ccc2c(=O)cc(C(=O)Nc3ccc(S(=O)(=O)N4CCC(C)CC4)cc3)oc2c1C
    .	.	.	?	0	1%	.
CC(C)(C)c1cc(C[C@H]2CNCC[C@H]2CC(=O)Nc2ccccc2)no1
    1%[88.5 µM]	-12%[172 µM]	?	-32%[87.6 µM]	-3	-5%[87.6 µM]	112µM*
COc1ccc(CCNC(=O)CCc2c(C)nc3c(c(C)nn3-c3ccc(C)cc3)c2C)c(OC)c1
    .	.	.	?	5	10%	.
Cc1ccc2nc([C@H]3CCN(Cc4cccs4)C3)[nH]c2c1
    i	7.1µM*	56µM*	8%[87.6 µM]	-5	0%[87.6 µM]	?
COc1ccc(C(=O)N[C@@H]2CN(S(C)(=O)=O)C[C@H]2CN(C)C)cc1OC
    i	-18%	-19%	27%	13	29%	-18%
CCCCn1c(=O)c(C(=O)N2CCN([S+](=O)([O-])c3c(C)noc3C)CC2)nc2cccnc21
    i	.	-24%	-1%	15	6%	-23%
O=C(NCc1ccc(Cl)cc1)c1nc2sccn2c1-c1cccc(C(F)(F)F)c1
    -4%	.	?	?	11	?	?
CC(C)NC(=O)C[C@@H]1CCNC[C@@H]1Cc1cc(CSc2ccccc2)on1
    i	1%[172 µM]	-22%[172 µM]	-15%[87.6 µM]	1	-9%[87.6 µM]	-21%[174 µM]
